IDE act: human IDE activators in live cells, primary screen, fluorescence polarization, HEK cells, FAbeta-B substrate. Insulin-degrading enzyme (Homo sapiens), P14735. FAbeta-B cleavage; 0% vehicle, 100% cell-free pure enzyme wells. activation, % at 5.96 µM. actives 0.073% (n = 340,000). AID 493087, 2011;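 active = activation above the mean of all tested compounds plus 3 SD, set per screening campaign, cut at about 17% in these data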
Target sequence (P14735 whole entry, looked up): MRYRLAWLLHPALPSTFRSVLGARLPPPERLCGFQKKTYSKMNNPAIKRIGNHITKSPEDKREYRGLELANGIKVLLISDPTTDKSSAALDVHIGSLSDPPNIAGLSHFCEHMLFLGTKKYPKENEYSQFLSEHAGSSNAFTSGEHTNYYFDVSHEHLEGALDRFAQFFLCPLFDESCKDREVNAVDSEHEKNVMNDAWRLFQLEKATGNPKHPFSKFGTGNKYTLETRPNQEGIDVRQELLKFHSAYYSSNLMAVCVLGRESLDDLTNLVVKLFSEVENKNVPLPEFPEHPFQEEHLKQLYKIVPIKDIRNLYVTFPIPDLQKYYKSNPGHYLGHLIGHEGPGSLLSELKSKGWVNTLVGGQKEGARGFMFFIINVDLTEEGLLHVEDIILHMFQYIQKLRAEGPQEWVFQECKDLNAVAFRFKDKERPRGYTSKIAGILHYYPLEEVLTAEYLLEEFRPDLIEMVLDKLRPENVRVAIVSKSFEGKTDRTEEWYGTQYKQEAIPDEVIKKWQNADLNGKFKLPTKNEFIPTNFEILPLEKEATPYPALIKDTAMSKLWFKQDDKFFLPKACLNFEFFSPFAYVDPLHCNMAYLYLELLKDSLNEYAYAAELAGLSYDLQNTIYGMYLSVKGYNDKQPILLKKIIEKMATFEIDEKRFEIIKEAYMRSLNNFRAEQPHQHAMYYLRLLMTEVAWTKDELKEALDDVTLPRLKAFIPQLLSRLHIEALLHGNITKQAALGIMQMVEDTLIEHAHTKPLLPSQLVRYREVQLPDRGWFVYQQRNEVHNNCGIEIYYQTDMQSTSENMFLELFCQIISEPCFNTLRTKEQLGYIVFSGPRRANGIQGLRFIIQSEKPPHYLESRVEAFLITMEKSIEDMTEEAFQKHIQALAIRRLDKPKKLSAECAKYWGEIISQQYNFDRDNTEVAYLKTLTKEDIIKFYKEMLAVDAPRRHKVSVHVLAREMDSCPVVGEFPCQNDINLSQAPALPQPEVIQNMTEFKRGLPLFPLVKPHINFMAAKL
* = called active by the depositor. A portion of the library; count on the stated rates, not on these rows.

structure | IDE act
N#CC(c1ccc([N+](=O)[O-])cc1)C(CC(=O)c1ccccc1)c1ccccc1 (stereo not drawn) | 2.4
COc1ccc(NS(=O)(=O)c2cc([N+](=O)[O-])ccc2N/N=C/c2c(C)[nH]c3ccccc23)cc1 | -4.4
O=C(CNC(=O)c1ccccc1Br)NNC(=O)c1cccs1 | 1.4
O=[N+]([O-])c1ccccc1N(S(=O)(=O)c1ccccc1)S(=O)(=O)c1ccccc1 | 1.6
c1cc(CNCCNCc2ccncc2)ccn1 | -1.4
S=C(c1ccc2c(c1)OCO2)N1CCN(c2cccc(Cl)c2)CC1 | -2.7
O=C(CN(c1ccc(Br)cc1)S(=O)(=O)c1ccc(Cl)c([N+](=O)[O-])c1)NCC1CCCO1 (stereo not drawn) | 3.6
COc1ccc(S(=O)(=O)N2CCCCCC2)cc1C(=O)Nc1ccc(C(=O)N(C)C)cc1 | 4.3
O=c1c2ccccc2ncn1CCc1ccncc1 | 1.7
O=C(NCCCOc1ccc([N+](=O)[O-])cc1Cl)OCc1ccccc1 | 0.0
c1ccc2oc(-c3ccc(Nc4nc(N5CCOCC5)nc(N5CCOCC5)n4)cc3)nc2c1 | 5.1
NC(=O)c1ncn([C@@H]2O[C@H](CNCc3cc(Cl)ccc3OCc3ccc(Cl)cc3)[C@@H](O)[C@H]2O)n1 | 5.9
CC(C)=CCC/C(C)=C/CNC(=O)C[C@H]1C[C@H](C(=O)N(C(C)C)C(C)C)[C@@]2(C)c3[nH]c4ccc(Cl)cc4c3CCN2C1=O | -0.4
O=C(CC1SC(N2CCCC2)=NC1=O)Nc1ccc(C(=O)NCCOc2ccccc2F)cc1 (stereo not drawn) | 3.1
C[C@@H]1CN[C@H](CCO)/C1=C\c1ccccc1 | 5.0
CCOC(=O)C1CN(Cc2ccccc2)C(=O)C1=O (stereo not drawn) | 2.8
NC(=O)c1ccc(NC(=O)COC(=O)c2c[nH]c3ccccc23)cc1 | -0.8
O=C(COC(=O)c1cc(S(=O)(=O)N2CCOCC2)ccc1Cl)Nc1ccccc1Cl | 4.3
O=[N+]([O-])c1cccc(COc2cccc(CN3CCCC3)c2)c1 | 1.7
O=C(Cc1cccc(NC(=O)C2CCN(C(=O)C3CCCCC3)CC2)c1)Nc1cccc(C(=O)N2CCOCC2)c1 | -1.2
O=c1ccn([C@@H]2O[C@H](CNCc3ccc(-n4cccn4)cc3)[C@@H](O)[C@H]2O)c(=O)[nH]1 | 1.1
C[C@]12c3[nH]c4ccc(Cl)cc4c3CCN1C(=O)[C@@H](CC(=O)NCc1ccco1)C[C@@H]2C(=O)N1CCOCC1 | 0.8
COc1ccc(-c2cc(=O)c3c(OC)c(OC)c(OC)c(OC)c3o2)cc1 | -0.8
O=C(CCC(=O)c1cccs1)OCC(=O)c1ccccc1F | 1.3
COc1ccc(C2/C=C\CN(C(=O)OCC3c4ccccc4-c4ccccc43)CC(=O)N2Cc2cccc(F)c2)cc1 (stereo not drawn) | 4.5
CC(C)(C)c1ccc(C(=O)OCC(=O)NC2CC2)cc1 | -1.4
O=C(CC1Sc2ccccc2NC1=O)NNc1ccc(F)cc1 (stereo not drawn) | -0.3
CN(C(=O)CSc1ncnc2ccccc12)C1CCCCC1 | 1.8
Cc1ccc(C)c(S(=O)(=O)N2CCN(C(=O)CCC(=O)NCc3ccc(Cl)cc3Cl)CC2)c1 | 6.8
Cc1cc(C)c2c(c1)CC(C)(C)CC2=O | 3.7
COc1cccc(C(=O)C(=O)c2cccc(OC)c2OC)c1OC | 1.4
COc1ccc(NC(=O)c2ccc3c(c2)S(=O)(=O)N=C2CCCCCN23)cc1S(N)(=O)=O | 4.2
COc1ccc(Cl)cc1CC=NNC(=O)c1ccncc1 | -2.6
CCCN(CC(=O)Nc1ccccc1OC)C(=O)c1ccc(S(=O)(=O)Nc2ccccc2OC)cc1 | -2.5
CC(=O)Nc1cc2c3c(cccc3c1)-c1ccccc1-2 | 5.8
Cc1c(NC(=O)c2cccc(NC(=O)COc3ccc(C#N)cc3)c2)c(=O)n(-c2ccccc2)n1C | -3.2
O=C1CSC(=S)N1Cc1cccs1 | -2.4
CCN(CC)C(=O)[C@H]1C[C@H](CC(=O)NCc2cccc(C(F)(F)F)c2)C(=O)N2CCc3c([nH]c4ccc(Cl)cc34)[C@]12C | 4.7
CCN(CC)S(=O)(=O)c1cc(NC(=O)Cc2ccc(S(=O)(=O)N3CCOCC3)s2)ccc1Cl | 0.3
Nc1ccc2c(c1)C(=O)c1cc([N+](=O)[O-])ccc1-2 | 1.8
O=CNC1c2ccccc2CCc2ccccc21 | 2.8
O=C1c2c(Cl)c(Cl)c(Cl)c(Cl)c2C(=O)N1c1nccs1 | 1.1
O=C(O)c1ccc(NN=CC2=C(N3CCOCC3)/C(=C/c3ccccc3)CC2)cc1 | -2.7
CN(Cc1ccccc1)C(=O)c1ccc(NC(=O)Cc2ccc(NC(=O)C3CCN(C(=O)CCc4ccccc4)CC3)cc2)cc1 | 3.8
COc1ccc(C(=O)OCC(=O)N2CCN(S(=O)(=O)c3ccc(C)cc3)CC2)cc1[N+](=O)[O-] | 4.8
Nc1cc(Cl)cc2c1-c1ccc(Cl)cc1C2 | -9.2
O=C(O)C1C=Cc2ccccc2N1C(=O)c1ccccc1 (stereo not drawn) (tested in a mixture with another compound) | 2.7
O=C(COC(=O)c1cccc(S(=O)(=O)N2CCCC2)c1)Nc1ccccc1C(F)(F)F | 1.3
CCN(CC(=O)Nc1ccc(NC(C)=O)cc1)C(=O)c1cc([N+](=O)[O-])ccc1Sc1ccc(Cl)cc1 | 1.9
CCOC(=O)C1=C(C)N(C[C@@H]2CC[C@@H](Cc3ccc(-c4ccccc4)cc3)O2)C(=O)NC1c1ccc(-c2ccccc2)cc1 (stereo partly drawn) | 4.8

(cont.)
structure | IDE act
CCOC(=O)c1c[nH]c2ccc([N+](=O)[O-])cc12 | 1.3
COc1cc2oc(=O)cc(-c3ccc(-c4ccc(O)cc4)cc3)c2c(OC)c1OC | 3.9
COc1ccccc1NS(=O)(=O)c1cc(C(=O)N2CCN(C(=O)c3ccco3)CC2)ccc1F | 4.3
c1ccc(-n2nnnc2-c2cccc3ccccc23)cc1 | 4.9
COc1cc(C2CC(=O)Oc3cc(C)c(Br)c(C)c32)cc(OC)c1OC (stereo not drawn) | -2.8
COC(=O)C1=C(C(=O)OC)[C@]2([C@@H]3CC=CCN[C@@H](Cc4ccccc4)C(=O)N3Cc3ccccc3)C=C[C@H]1O2 | -0.5
CC(=O)c1sc2c(c1OC(=O)c1ccccc1)c(=O)n(-c1ccccc1)c(=S)n2-c1ccccc1 | 4.7
COc1cc2c(cc1OC)CN(C(C)C(=O)Nc1cccc(S(=O)(=O)N3CCOCC3)c1)CC2 (stereo not drawn) | 1.2
O=C(NC(=S)Nc1cccc(NC(=S)NC(=O)c2ccccc2)c1)c1ccccc1 | -6.4
C=C(CN(C)C)C(=O)c1ccc(OC2OC(COC(C)=O)C(OC(C)=O)C(OC(C)=O)C2OC(C)=O)cc1 (stereo not drawn) | 3.6
CCOC(=O)Nc1cccc2c1-c1ccc([N+](=O)[O-])cc1C2=O | 3.0
N#CC1(Nc2ccc(Br)cc2)CCCC1 | 3.2
CCOc1ccc(S(=O)(=O)N(C)c2ccc(OCC(=O)Nc3ccccc3F)cc2)cc1 | 5.8
O=C(O)CC(C(=O)O)C(c1ccccc1)c1ccccc1 (stereo not drawn) | 1.9
c1ccc(C(=NNc2nc3ccccc3s2)c2ccccn2)cc1 | 0.0
Cc1ccc(CONC(=O)c2ccccc2Cl)cc1 | 7.4
CCOC(=O)C1=NNC(C(=O)OCC)C1c1ccccc1 (stereo not drawn) | 3.9
O=[N+]([O-])c1ccc2c(c1)CCN2 | 4.1
CC1CC(=O)Nc2ccccc2N1 (stereo not drawn) | 3.5
COc1ccc(C2=CCCC2)c(OC)c1 | 2.5
Oc1c(Cl)c(Cl)c2ncccc2c1Cl | 1.5
O=[N+]([O-])c1ccc(C=NNc2ccccc2)cc1 | 5.1
Cc1n[nH]c(C)c1NC(=O)CN1CCN(S(=O)(=O)c2ccc(C(F)(F)F)cc2)CC1 | 2.3
COc1ccc2c(CC(=O)NNC(=O)c3cccs3)coc2c1 | 2.6
CN(C(=O)c1ccc(NC(=O)Cc2cccc(NC(=O)C3CCN(C(=O)C4CCC4)CC3)c2)cc1)C1CC1 | 4.7

Filtered by structure: the entries above with two or more sulfur atoms.
structure | IDE act
O=[N+]([O-])c1ccccc1N(S(=O)(=O)c1ccccc1)S(=O)(=O)c1ccccc1 | 1.6
COc1ccc(NC(=O)c2ccc3c(c2)S(=O)(=O)N=C2CCCCCN23)cc1S(N)(=O)=O | 4.2
O=C1CSC(=S)N1Cc1cccs1 | -2.4
CCN(CC)S(=O)(=O)c1cc(NC(=O)Cc2ccc(S(=O)(=O)N3CCOCC3)s2)ccc1Cl | 0.3
CC(=O)c1sc2c(c1OC(=O)c1ccccc1)c(=O)n(-c1ccccc1)c(=S)n2-c1ccccc1 | 4.7
O=C(NC(=S)Nc1cccc(NC(=S)NC(=O)c2ccccc2)c1)c1ccccc1 | -6.4

Next part
structure | IDE act
CCC12CCC3c4ccc(O)cc4CCC3C1CC(O)C2O (stereo not drawn) | 2.6
CC[C@]12c3[nH]c4cc(CCC(=O)N(C)C)ccc4c3CCN1C(=O)[C@@H](CC(=O)NCC13CC4CC(CC(C4)C1)C3)C[C@@H]2C(=O)N1CCN(C(=O)C2CC2)CC1 | 4.6
Cc1ccc(S(=O)(=O)N2CCC[C@H]2C(=O)Oc2ccccc2)cc1 | 1.3
CC(C)C[C@@H](CN)NC(=O)c1nc[nH]c1C(=O)N[C@@H](C)C(=O)CNC[C@H](C)NC(=O)c1nc[nH]c1C(=O)N[C@@H](Cc1ccccc1)C(=O)O | 3.7
Cc1ccc(S(=O)(=O)N(CCC(=O)N2CCOCC2)c2ccccc2)cc1 | -1.1
CCN1CCN(S(=O)(=O)c2ccc(Cl)c(C(=O)N(CCc3ccccc3)Cc3ccccc3)c2)CC1 | 4.8
CCOC(=O)/C=C1/SCC(=O)N1CC(=O)Nc1ccc2c(c1)CCC2 | -5.3
O=C(Nc1ccccc1)OCC1COC(c2ccccc2)(c2ccccc2)O1 (stereo not drawn) | 5.3
O=C1OC(Oc2ccc(Br)cc2)(c2ccccc2)c2ccccc21 (stereo not drawn) | 2.0
CCC1(CC)C(=O)NC(=O)NC1=S | -0.8
COc1ccccc1C1CC(=O)Oc2cc(OC)c(OC)c(OC)c21 (stereo not drawn) | 5.4
CC1CC(C)(C)CC2(C1)NC(=O)N(CC(=O)N1CCN(Cc3ccc(C#N)cc3)CC1)C2=O (stereo not drawn) | 3.8
Cc1ccc(S(=O)(=O)N(CC(=O)Nc2ccc(Cl)cc2)C(=O)N2CCN(C)CC2)cc1 | -1.4
CC1CN(CC(O)c2ccc(Br)cc2)CCO1 (stereo not drawn) | 6.4
O=C(CN1CCCSc2ccccc21)N1CCN(S(=O)(=O)c2ccccc2)CC1 | 4.3
CCN(C(=O)c1ccncc1)c1c(N)n(Cc2ccccc2)c(=O)[nH]c1=O | 7.9
COc1ccc(CN2CCN(C(=O)c3ccc(S(=O)(=O)N4CCCCCC4)cc3)CC2)cc1 | -1.0
COc1ccc(N=Cc2ccc(N(CCC#N)CCC#N)cc2)cc1 | 5.7
Cc1cc2oc(=O)cc(-c3ccccc3)c2c(C)c1-c1ccc(F)c(Cl)c1 | 2.5
COc1ccccc1COC(=O)c1cccc(S(=O)(=O)N2CCCC2)c1 | -1.6
O=CNC1(c2ccccc2)CCCCC1 | 3.8
O=C1C(Cl)=C(NCCCN2CCOCC2)C(=O)c2ccccc21 | 3.0
CC(=O)c1ccc(S(=O)(=O)Nc2ccc(C(=O)NC3CC3)cc2)cc1 | 4.3
O=C1CSC(=S)N1Nc1ccccc1 | -18.5
COc1ccc2cc(N3CCCC3=O)ccc2c1 | 6.2
Cc1cccc(C(=O)OCC(=O)N(CC(C)C)c2c(N)n(Cc3ccccc3)c(=O)[nH]c2=O)c1C | -0.8
Nc1ncnc2c1ncn2[C@@H]1O[C@H](CNCC(O)CO)[C@@H](O)[C@H]1O (stereo partly drawn) | 6.1
NC(=O)C1(Nc2ccc(Cl)cc2)CCCC1 | 5.2
O=C(O)c1ccc(NS(=O)(=O)Cc2ccc(Cl)c(Cl)c2)cc1 | 4.1
NC(=O)c1ccc(NC(=O)COC(=O)CCCOc2ccccc2)cc1 | -5.7
CCCCn1c(N)c(N(CCC(C)C)C(=O)c2ccccc2-n2cnnn2)c(=O)[nH]c1=O | 2.9
COc1ccc(C(=O)c2ccc(Br)cc2)c(OC)c1OC | 1.8
CCCCCCCCNS(=O)(=O)CCNCc1ccc(OC)cc1 | -1.7
COc1cccc(NC(=O)CN(C)C(=O)/C=C/c2cn(-c3ccccc3)nc2-c2ccc(OC)c(OC)c2)c1 | 1.8
COc1cc2c(cc1OC)C1C(=O)c3cc(OS(C)(=O)=O)c(OC)cc3C1N(C)C2=O (stereo not drawn) | 1.8
Cc1ccc(CNCCCn2cnc(C(=O)Nc3ccc(C)c(C)c3)n2)o1 | 0.8
Cc1c(C(c2cc(O)ccc2O)c2c(C)n(C)n(-c3ccccc3)c2=O)c(=O)n(-c2ccccc2)n1C | -4.8
CC[C@]12c3[nH]c4cc(CCC(=O)N(C)C)ccc4c3CCN1C(=O)[C@@H](CC(=O)NC/C=C(\C)CCC=C(C)C)C[C@@H]2C(=O)N1CCN(C(=O)c2ccco2)CC1 | -2.9
O=C(NNC(=O)c1ccc2ccccc2c1)c1cccc(Br)c1 | 6.1
COc1cc(C2C3=C(COC3=O)Oc3cc4c(cc32)OCO4)ccc1O (stereo not drawn) | 4.8
CCN(CC(=O)Nc1ccc(NC(C)=O)cc1)C(=O)c1cccc(N2C(=O)c3ccccc3C2=O)c1 | 4.5

A few values from the list:
IDE act result of NC(=O)c1ccc(NC(=O)COC(=O)CCCOc2ccccc2)cc1 = -5.7
IDE act result of CCCCCCCCNS(=O)(=O)CCNCc1ccc(OC)cc1 = -1.7
